PfHsp40 rescue: compounds rescuing yeast from Plasmodium falciparum HSP40 toxicity; growth rescue, % at 12.5 µM; 340,000 tested, 0.68% active; S. cerevisiae expressing PfHsp40, growth rescue, ATP luminescence; in the data active means growth rescue above about 28%, passing the limit was not always enough; inconclusive means no clear call, values can overlap the other calls;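 further: yeast W303a lacking pdr1 and pdr3 grown in galactose medium; growth measured after three days at 30 °C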
BoNT-A LC inh2: BoNT A light chain protease inhibition | multiplex microsphere protease substrate cleavage, flow cytometry | inhibition, % at 10 µM | 360,000 tested, 0.17% active | AID 588499; further: plate controls were buffer without enzyme for full effect and enzyme alone for no effect
Anthrax LF inh2: blocks Bacillus anthracis lethal factor protease | 360,000 tested, 0.12% active | inhibition, % at 10 µM | P15917 | multiplex microsphere protease cleavage assay, LF; further: plate controls were buffer without enzyme for full effect and enzyme alone for no effect
TcdB inh: inhibitors of Clostridioides difficile toxin B glycohydrolase. P18177. TcdB glycohydrolase enzymatic assay, plate reader. inhibition, % at 9.99 µM. 350,000 tested, 0.24% active. AID 652162; in the data active means inhibition above about 10%
Target sequence (P18177 whole entry, looked up): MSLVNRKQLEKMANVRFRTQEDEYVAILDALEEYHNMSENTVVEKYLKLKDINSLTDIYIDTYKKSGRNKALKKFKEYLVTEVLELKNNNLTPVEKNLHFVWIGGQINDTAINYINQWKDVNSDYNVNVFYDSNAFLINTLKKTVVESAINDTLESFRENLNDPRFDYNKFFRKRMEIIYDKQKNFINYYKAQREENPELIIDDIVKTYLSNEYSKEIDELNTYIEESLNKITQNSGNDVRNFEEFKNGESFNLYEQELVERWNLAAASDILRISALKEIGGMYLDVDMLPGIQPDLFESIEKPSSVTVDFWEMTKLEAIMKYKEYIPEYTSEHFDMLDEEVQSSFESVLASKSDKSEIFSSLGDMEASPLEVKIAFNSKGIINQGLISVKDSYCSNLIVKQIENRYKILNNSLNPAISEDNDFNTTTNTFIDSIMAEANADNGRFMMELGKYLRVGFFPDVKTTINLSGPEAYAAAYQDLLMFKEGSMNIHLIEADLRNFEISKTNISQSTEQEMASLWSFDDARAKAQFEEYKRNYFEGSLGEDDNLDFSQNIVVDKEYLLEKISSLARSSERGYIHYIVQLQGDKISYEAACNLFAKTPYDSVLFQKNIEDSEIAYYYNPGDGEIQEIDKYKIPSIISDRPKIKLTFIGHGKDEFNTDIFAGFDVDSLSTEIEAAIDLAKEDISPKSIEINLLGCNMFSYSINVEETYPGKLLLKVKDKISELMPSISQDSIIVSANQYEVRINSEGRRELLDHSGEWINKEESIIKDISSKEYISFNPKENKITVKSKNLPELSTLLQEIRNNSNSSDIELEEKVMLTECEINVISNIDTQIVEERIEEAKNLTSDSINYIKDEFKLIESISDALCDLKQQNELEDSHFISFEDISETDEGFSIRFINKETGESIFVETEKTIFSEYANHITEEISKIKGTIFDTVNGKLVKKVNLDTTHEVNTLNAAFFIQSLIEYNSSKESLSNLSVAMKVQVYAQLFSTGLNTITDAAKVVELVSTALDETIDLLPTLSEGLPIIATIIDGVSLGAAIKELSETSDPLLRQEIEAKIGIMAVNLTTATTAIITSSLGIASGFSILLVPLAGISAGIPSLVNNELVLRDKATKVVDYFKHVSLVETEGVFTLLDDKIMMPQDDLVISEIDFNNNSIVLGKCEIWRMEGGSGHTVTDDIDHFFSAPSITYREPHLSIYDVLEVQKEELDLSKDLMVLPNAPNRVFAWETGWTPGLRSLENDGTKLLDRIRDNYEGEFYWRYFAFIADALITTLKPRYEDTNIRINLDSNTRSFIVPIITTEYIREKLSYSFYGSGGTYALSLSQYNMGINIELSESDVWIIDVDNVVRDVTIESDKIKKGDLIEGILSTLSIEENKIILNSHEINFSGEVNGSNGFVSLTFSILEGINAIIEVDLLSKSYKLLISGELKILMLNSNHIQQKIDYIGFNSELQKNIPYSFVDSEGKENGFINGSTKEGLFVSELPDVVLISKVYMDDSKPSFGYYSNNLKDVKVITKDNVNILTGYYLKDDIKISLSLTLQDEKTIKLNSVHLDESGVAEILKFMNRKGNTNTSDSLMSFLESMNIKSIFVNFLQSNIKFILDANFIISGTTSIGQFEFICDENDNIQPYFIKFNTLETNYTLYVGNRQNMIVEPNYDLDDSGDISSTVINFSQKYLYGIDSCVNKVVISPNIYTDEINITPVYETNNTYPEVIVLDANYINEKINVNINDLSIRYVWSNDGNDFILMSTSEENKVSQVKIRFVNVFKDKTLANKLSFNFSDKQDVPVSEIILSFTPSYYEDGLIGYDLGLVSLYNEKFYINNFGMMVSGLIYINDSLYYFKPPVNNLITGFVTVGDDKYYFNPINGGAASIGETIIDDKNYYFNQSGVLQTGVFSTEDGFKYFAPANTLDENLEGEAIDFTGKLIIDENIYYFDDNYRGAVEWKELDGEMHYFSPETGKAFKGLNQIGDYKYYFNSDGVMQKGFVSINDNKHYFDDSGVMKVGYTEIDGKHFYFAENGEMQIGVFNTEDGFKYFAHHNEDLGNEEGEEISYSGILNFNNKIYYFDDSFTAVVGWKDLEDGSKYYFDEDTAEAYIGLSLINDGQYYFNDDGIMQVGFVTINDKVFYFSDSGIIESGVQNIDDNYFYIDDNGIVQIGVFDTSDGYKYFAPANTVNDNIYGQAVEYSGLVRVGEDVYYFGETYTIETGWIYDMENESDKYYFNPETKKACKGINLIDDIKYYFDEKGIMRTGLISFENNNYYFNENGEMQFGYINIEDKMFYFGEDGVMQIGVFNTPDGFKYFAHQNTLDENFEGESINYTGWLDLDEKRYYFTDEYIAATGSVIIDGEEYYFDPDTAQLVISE
PrPC TRFRET: inhibitors of human cell surface prion protein PrPC | TR-FRET read-out | 370,000 tested, 0.43% active | inhibition, % at 13.8 µM | P04156; in the data active means inhibition above about 24%; further: 0% = median of the test wells and 100% = reference compound wells
CCHF vOTU inh: CCHFV vOTU protease inhibition; Pep-AMC fluorescence; inhibition, % at 11.5 µM; 370,000 tested, 0.55% active; AID 651958; in the data active means inhibition above about 30%; further: 0% = vehicle wells with enzyme and 100% = no enzyme wells
FadD28 binding: blocks FadD28 binding to the bisubstrate probe. inhibition, % at 12.5 µM. 360,000 tested, 0.22% active. fluorescence polarization; in the data active means inhibition above about 8.5%, passing the limit was not always enough; inconclusive means no clear call, values can overlap the other calls
BoNT F protease: blocks Botulinum neurotoxin F light chain protease; Multiplex microsphere protease cleavage assay, flow cytometry; inhibition, % at 10 µM; 360,000 tested, 0.22% active; in the data active means inhibition above about 35%, passing the limit was not always enough; inconclusive means no clear call, values can overlap the other calls; further: plate controls were buffer without enzyme for full effect and enzyme alone for no effect
Yp Topo-I inh: blocks Yersinia pestis topoisomerase I activity | AID 504884 | 360,000 tested, 0.064% active | activity, % at 10 µM | Y. pestis Topo-I cleavage product accumulation, plate reader; in the data active means activity above about 50%, passing the limit was not always enough; inconclusive means no clear call, values can overlap the other calls; further: inactives centre near 2
Active calls of the source: *; u = inconclusive; x = not tested or not shown. Unless noted, no stated cut-off is given here; in the data, active means inhibition above about 30%; inconclusive means no clear call, values can overlap the other calls; inactive means below that.

Start of the data: the first 2 entries, ahead of the listing:
Compound	PfHsp40 rescue	BoNT-A LC inh2	Anthrax LF inh2	TcdB inh	PrPC TRFRET	CCHF vOTU inh	FadD28 binding	BoNT F protease	Yp Topo-I inh
COc1ccc(Nc2ncc(C(=O)N3CCN(c4ccc(F)cc4)CC3)c3ccccc23)cc1	3.7	0.1	-1	x	12	6	-2.0	1	33
COC(=O)[C@@H]1C[C@H]2CC[C@H](O)C[C@H]2N1Cc1ccccc1OS(=O)(=O)c1ccc(C)cc1	0.1	0.1	-4	-0.6	5	8	-5.1	6	9

Main list, previewed entries included:
Compound	PfHsp40 rescue	BoNT-A LC inh2	Anthrax LF inh2	TcdB inh	PrPC TRFRET	CCHF vOTU inh	FadD28 binding	BoNT F protease	Yp Topo-I inh
COc1ccc(Nc2ncc(C(=O)N3CCN(c4ccc(F)cc4)CC3)c3ccccc23)cc1	3.7	0.1	-1	x	12	6	-2.0	1	33
COC(=O)[C@@H]1C[C@H]2CC[C@H](O)C[C@H]2N1Cc1ccccc1OS(=O)(=O)c1ccc(C)cc1	0.1	0.1	-4	-0.6	5	8	-5.1	6	9
CC(C)(C)NC(=O)CN(C(=O)c1csnn1)c1ccccc1-c1ccccc1	0.5	0.2	-3	0.3	2	-8	0.4	-2	-11
COc1cc2c(cc1OC)C(C)N(C(=O)c1ccc(Br)o1)CC2 (stereo not given)	0.8	0.2	-1	x	-3	-15	-1.4	-6	3
CN(C)CCCNC(=O)OC1CC2CC1[C@H]1CCCCN1C2=O (stereo not given in full)	x	0.9	2	1.0	4	-2	x	1	x
Cc1nc(SCC(=O)Nc2ccc3[nH]c(=O)[nH]c3c2)nc(C)c1C	0.9	0.1	-12	2.1	5	-8	0.1	-12	2
COc1ccc(CCNC(=O)C/C(C)=N/NC(=O)COc2ccc(C)cc2Br)cc1OC	2.2	-3.0	-4	-0.5	-7	-4	-2.4	-2	29
CC(C)Oc1ccc(C(=O)Nc2c3c(nn2-c2ccccc2)CS(=O)(=O)C3)cc1	0.1	3.2	8	2.1	-5	-5	0.9	13	2

New compounds follow.
Compound	PfHsp40 rescue	BoNT-A LC inh2	Anthrax LF inh2	TcdB inh	PrPC TRFRET	CCHF vOTU inh	FadD28 binding	BoNT F protease	Yp Topo-I inh
O=C(N/N=C/c1cc2c(cc1Cl)OCO2)c1ccccn1	0.2	-1.9	-3	-0.5	-8	-7	-0.4	-7	2
Cc1ccc(NC(=O)COC(=O)CCc2c(C)nc3ncnn3c2C)cc1C	-1.7	-0.2	-3	1.4	6	3	-2.6	-4	-11
CC12CCC(=O)N1c1c(sc3nc(N4CCOCC4)c4c(c13)CCCC4)C(=O)N2 (stereo not given)	-1.6	-0.3	-6	x	-4	-58	-3.5	-9	13
Nc1ccc2nc(-c3cccc(-c4nc5ccc(N)cc5[nH]4)n3)[nH]c2c1	-2.2	-2.5	-33	4.5	4	-2	-2.3	u	-41
CC(C)c1ccccc1OCC(O)CN1CCN(S(=O)(=O)c2ccc([N+](=O)[O-])cc2)CC1 (stereo not given)	2.5	-2.8	-9	0.9	-16	3	-1.0	-18	4
O=C(NCCOC(=O)c1ccc(C(=O)OCCNC(=O)c2cccnc2)s1)c1cccnc1	0.7	-0.4	0	x	6	-6	-0.2	-5	1
COc1ccc(NS(=O)(=O)c2cc(C)ccc2OC)cc1OC	-1.3	-0.3	2	x	-4	6	0.4	3	-8
O=C(Cn1cc(F)c(=O)[nH]c1=O)c1ccco1	x	0.0	3	-0.7	-2	0	-0.7	-4	-1

Other compounds follow:
Compound	PfHsp40 rescue	BoNT-A LC inh2	Anthrax LF inh2	TcdB inh	PrPC TRFRET	CCHF vOTU inh	FadD28 binding	BoNT F protease	Yp Topo-I inh
Cc1c(CCCC(=O)O)sc(N)c1C(=O)c1cccc(C(F)(F)F)c1	-0.2	0.2	-3	11*	-1	1	0.1	0	-8
Cc1ccc(S(=O)(=O)/C(=C\N(C)C)c2cnc(Cl)s2)cc1	-0.8	0.0	-8	-1.7	0	-1	0.3	-1	2
O=C(Nc1ccccc1)c1cc(S(=O)(=O)N2CCSCC2)ccc1Cl	-0.1	-2.3	2	0.9	6	-16	-0.9	-2	-5
COc1ccc(CCNC(C)=O)cc1	-0.3	-0.2	5	x	1	-7	-1.4	1	0
COc1cc2c(C#N)c(N3CCN(C)CC3)nc(N)c2c(N)n1	0.3	1.1	-1	x	-8	-75	1.6	-18	4
COc1ccc(C(=O)O/N=C(\C)c2nccs2)cc1	-0.9	0.4	0	x	7	-3	-0.1	1	1
Nc1ncnc2c1ncn2[C@@H]1O[C@H](C(=O)N2CCCN(Cc3ccccc3F)CC2)[C@@H](O)[C@H]1O	x	-0.6	5	0.1	8	12	-4.3	-2	x
CC(=O)N1c2ccccc2NC2=C(C(=O)CCC2)C1c1cccnc1 (stereo not given)	-1.4	-1.0	1	x	-1	4	0.7	-4	2

Following part
Compound	PfHsp40 rescue	BoNT-A LC inh2	Anthrax LF inh2	TcdB inh	PrPC TRFRET	CCHF vOTU inh	FadD28 binding	BoNT F protease	Yp Topo-I inh
CCOc1ccc(C2=Nn3cnnc3SC2)cc1	0.0	1.3	2	x	0	2	-3.9	2	-5
Cc1ccc(OCC(=O)Nc2ccc3oc(=O)ccc3c2)cc1	0.3	-2.7	-5	1.8	-5	5	x	0	3
CC(C)Cn1c(-c2ccc(Cl)cc2)cnc1SCC(=O)N1CCOCC1	-2.0	0.2	-1	1.4	-3	3	-2.0	-10	24
Cc1c(C(=O)OCC(=O)c2ccc3c(c2)OCCO3)oc2ccccc12	0.3	-0.7	-5	x	11	-2	1.5	-1	5
NS(=O)(=O)c1ccc(CCNC(=O)CNS(=O)(=O)c2cccc(Br)c2)cc1	-1.8	-0.4	-2	-0.2	1	-9	-4.8	2	-1
CON(C)S(=O)(=O)NC(=O)C1=C(N2CCCC2)COC1=O	-0.2	0.3	-6	0.7	-5	-4	-5.0	-1	-6
Nc1c(C(=O)CSc2nnc(Nc3ccc(F)cc3)s2)c(=O)[nH]c(=O)n1C1CC1	-0.8	-1.5	1	0.4	6	11	-3.5	-10	1
CCc1noc(C)c1C(=O)NC1CCCc2c1cnn2-c1cc(C)cc(C)c1 (stereo not given)	0.6	-1.3	-2	0.4	5	-7	0.1	-5	33

(further entries)
Compound	PfHsp40 rescue	BoNT-A LC inh2	Anthrax LF inh2	TcdB inh	PrPC TRFRET	CCHF vOTU inh	FadD28 binding	BoNT F protease	Yp Topo-I inh
CNC(=O)c1ccccc1Sc1cccc2cccc(C(=O)O)c12	0.9	0.9	8	0.3	-6	-1	0.2	-10	-1
O=C(ON=C1CCN(S(=O)(=O)c2ccccc2)CC1)c1ccccc1	-1.5	0.2	-3	x	-1	22	1.3	2	13
COc1ccc(N(CC(=O)O)S(=O)(=O)c2c(C)n[nH]c2C)cc1	-1.5	-0.6	1	x	7	-1	-3.6	3	3
COc1ccc(CCN2C(=O)CS/C2=N\NC(=O)c2ccc(C(C)(C)C)cc2)cc1OC	0.1	0.3	1	x	19	16	1.1	6	12
COc1ccc(OC)c(C(=O)CSc2nnc(Cc3cccs3)n2C)c1	-0.9	-0.3	-2	x	0	-4	-0.8	0	4
c1ccc(CSc2ncnc3c2sc2nc(N4CCOCC4)c4c(c23)CCCC4)cc1	-1.0	0.5	-3	x	9	20	-0.4	-7	1
O=C(CN(c1cccc([N+](=O)[O-])c1)S(=O)(=O)c1ccccc1)NCc1cccnc1	0.0	3.2	13	2.6	-9	3	-2.9	11	7
O=C(O)CCCN1C(=O)NC2NC(=O)NC21 (stereo not given)	0.8	-0.7	-2	x	4	-1	0.5	6	-10

The list goes on:
Compound	PfHsp40 rescue	BoNT-A LC inh2	Anthrax LF inh2	TcdB inh	PrPC TRFRET	CCHF vOTU inh	FadD28 binding	BoNT F protease	Yp Topo-I inh
COc1cc(Br)c(C2C(C#N)=C(N)Oc3n[nH]c(-c4cccnc4)c32)cc1OC (stereo not given)	-1.1	-1.5	-6	-4.3	-4	6	-1.9	-5	2
O=C(O)c1ccccc1NC(=O)C1CCN(S(=O)(=O)c2ccc3c(c2)OCCO3)CC1	x	0.2	-2	-1.9	-4	-2	-1.0	4	1
CN(Cc1ccccc1)C(=O)c1[nH]cnc1C(=O)N[C@@H](Cc1ccccc1)C(=O)OC(C)(C)C	2.9	-0.4	-1	1.9	9	20	-2.6	-9	15
Cc1ccc(-c2nn(-c3cccc(F)c3)cc2CNCCc2ccncc2)o1	-0.6	0.2	-2	1.3	-5	-8	-2.4	-5	3
COc1ccc(CCNCc2ccccc2F)cc1	-0.9	-0.6	3	0.7	1	0	-3.1	-13	4
CCC(=O)Nc1cccc(-n2nnnc2SCC(=O)N2CCCCC2)c1	0.4	-1.6	0	1.0	-2	14	1.6	-9	-8
COCCCN1C(=O)C(CC(=O)NC2CCCCC2)CC(C(=O)N2CCOCC2)=C1C (stereo not given)	x	-0.4	-4	0.7	2	0	-2.6	-1	4
CCOc1ccc(NC(=S)Nc2cccnc2)cc1	2.3	-0.3	-7	-0.5	5	-7	-2.2	-3	8

Following part.
Compound	PfHsp40 rescue	BoNT-A LC inh2	Anthrax LF inh2	TcdB inh	PrPC TRFRET	CCHF vOTU inh	FadD28 binding	BoNT F protease	Yp Topo-I inh
O=C(CSc1nnnn1-c1cccc(F)c1)NC1CC1	-0.3	0.5	-1	0.6	-4	10	-1.5	-2	-6
O=C(NCc1cccnc1)c1ccc(S(=O)(=O)N2CCOCC2)cc1	-0.3	-0.1	-2	1.0	-7	-25	-0.9	-4	2
Cc1cc(C(=O)NNC(=S)Nc2ccccc2)nn1C	1.0	-1.1	5	0.3	-1	1	-0.7	-5	-1
CC(=O)c1c(C)[nH]c(C(=O)NCc2ccc(C)cc2)c1C	-0.2	-0.3	-3	x	0	7	-1.8	0	-1
Cc1nccn1CC(=O)c1ccccc1	x	-0.4	-3	0.8	-15	15	0.0	-1	8
CC1Sc2ccc(S(=O)(=O)CCC(=O)N3CCCC3)cc2NC1=O (stereo not given)	1.0	2.2	-2	0.1	4	-6	-1.8	5	0
Cc1ccc(N(CC(=O)NCCc2ccc(F)cc2)S(=O)(=O)c2ccc(Cl)c([N+](=O)[O-])c2)c(C)c1	1.3	0.0	-2	1.4	3	15	-2.8	-4	-9
CC(C)c1ccc2oc(=O)cc(CN3CCCCC3)c2c1	-0.5	-2.7	-3	1.8	5	9	x	-16	8

More structures:
Compound	PfHsp40 rescue	BoNT-A LC inh2	Anthrax LF inh2	TcdB inh	PrPC TRFRET	CCHF vOTU inh	FadD28 binding	BoNT F protease	Yp Topo-I inh
CC1=C(C(N)=O)C(c2cccs2)NC(=S)N1 (stereo not given)	-1.0	-1.4	-4	1.4	6	-3	-1.5	-6	-11
Cc1ccc(NCC(=O)N=Nc2c(O)n(C)c3ccccc23)cc1	-0.7	-0.9	-17	5.2	-10	4	-2.1	-6	-2
O=C(N/N=C/c1cc(Cl)ccc1O)c1ccncc1	0.1	0.8	-2	-6.3	6	4	-3.0	-2	-1
CC(C)CCNC(=O)c1ccc(C2SCC(=O)N2Cc2ccco2)cc1 (stereo not given)	-0.2	-0.4	0	x	-3	20	-2.5	-18	0
Cc1ccc(S(=O)(=O)c2nc(S(C)(=O)=O)sc2N2CCN(C)CC2)cc1	-0.9	0.6	0	2.4	-1	9	-0.4	-4	-1
Cn1c(=O)cc(OCCCC(=O)Nc2ccc3c(c2)OCCO3)c2ccccc21	1.3	1.5	-2	x	-1	-3	0.5	2	9
Cc1cc(C)cc(-n2c(C)cc(C=C(C#N)C#N)c2C)c1	-1.6	-0.8	-6	x	3	-1	0.8	-14	2

From PubChem BioAssay

The order is random; about 2.3% have a hit in one of these screens.
